Assay outcomes from PubChem BioAssay.
HTT aggregate: inhibitors of mutant huntingtin aggregate formation in PC12 cells; AID 1688; Potency, µM (highest dose often 46.1 µM), for inactives: at the highest dose activity change, negative = inhibition, actives largely listed as inhibitors; PC12 HttQ103-GFP aggregates, Acumen cytometry, 40 h; hit rate 1.1% among 220,000; note: potency is the fitted concentration of half-maximal effect; % is set by controls: 0 for no effect and ±100 for the full control effect; nearly all actives have a fitted effect of over 60% in size
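Ecdysone-promoter PC12 model expressing HTT exon 1 Q103 fused to GFP, induced by tebufenozide at 100 nM final. Compounds titrated; aggregates sized 1–25 µm scored on a 488 nm laser cytometer.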
Lamin A splicing: LMNA splicing modulation; AID 1487; hit rate 0.01% among 200,000; HeLa LMNA splicing GFP/RFP minigene ratio, 48 h; Potency, µM (top dose mostly 46.1 µM), inactives show at the highest dose ratio change, negative = inhibition, hits mostly inhibitors; active = well fitted inhibition curve with a large enough effect in the signal ratio, with a control signal flat, not every such curve was filed as active; inconclusive = small, poorly fitted or top-dose-only effect, or effect the other way, or a change in a side signal; the % refers to the signal ratio; note: potency is the fitted concentration of half-maximal effect; % is set by controls: 0 for no effect and ±100 for the full control effect
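S3 HeLa stable clones carrying a lamin A-EGFP splicing minigene plus DsRed2 were seeded at 600 cells/well in Opti-MEM with 2% FBS, pin-dosed and incubated 48 h at 37°C. Acumen cytometry (488 nm) gave the GFP/RFP total-intensity ratio.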
CBFb-RUNX1 inh: blocks binding between human CBF-beta and RUNX1; Q01196+Q13951; AlphaScreen CBFb-His/RUNX1-biotin binding, biochemical; Potency, µM (doses to about 59.8 µM), inactives show at the highest dose activity, negative = inhibition, most hits filed as inhibitors; 230,000 tested, under 10 active; AID 1477; note: % of control where 0% means no effect
Target sequence (Q01196 whole entry, looked up): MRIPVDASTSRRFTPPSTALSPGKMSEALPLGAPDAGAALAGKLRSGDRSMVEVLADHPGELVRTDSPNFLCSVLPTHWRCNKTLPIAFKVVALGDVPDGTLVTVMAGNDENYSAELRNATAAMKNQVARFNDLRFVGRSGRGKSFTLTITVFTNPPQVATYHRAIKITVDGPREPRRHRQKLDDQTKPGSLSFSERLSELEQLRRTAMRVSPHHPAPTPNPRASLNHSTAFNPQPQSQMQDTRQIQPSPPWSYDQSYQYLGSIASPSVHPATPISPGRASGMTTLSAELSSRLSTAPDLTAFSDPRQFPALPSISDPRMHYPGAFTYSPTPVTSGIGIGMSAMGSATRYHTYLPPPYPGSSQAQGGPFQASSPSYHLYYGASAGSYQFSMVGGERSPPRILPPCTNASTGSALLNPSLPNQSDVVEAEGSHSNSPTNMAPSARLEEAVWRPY
Target sequence (Q13951 whole entry, looked up): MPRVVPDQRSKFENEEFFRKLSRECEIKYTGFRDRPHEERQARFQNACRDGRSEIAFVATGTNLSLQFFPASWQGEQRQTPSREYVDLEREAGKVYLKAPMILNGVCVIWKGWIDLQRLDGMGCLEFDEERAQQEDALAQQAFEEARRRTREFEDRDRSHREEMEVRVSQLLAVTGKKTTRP
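Proteins preincubated together for 20 min at RT before compound addition; 15 min later, nickel and streptavidin beads were added and left 90 min prior to AlphaScreen measurement.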
KinaseGlo FLuc: counter-screen: inhibitors of Kinase-Glo firefly luciferase; Potency, µM (doses to about 38.3 µM), for inactives: top-dose activity change, negative = inhibition, hits mostly inhibitors; Kinase-Glo luciferase, ATP luminescence, 8 min; AID 1379; hit rate 0.28% among 200,000; Q27757; note: potency is the fitted concentration of half-maximal effect; % is set by controls: 0 for no effect and ±100 for the full control effect; nearly all actives have a fitted effect of over 60% in size
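Kinase-Glo luciferase light output from ATP and luciferin was measured with 10 uM ATP, within the enzyme's linear range. Buffer: 50 mM imidazole pH 7.2, 50 mM KCl, 7 mM MgCl2, 0.01% Tween 20, 0.05% BSA; luminescence read after 8 min at ambient temperature.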
NPSR antag: blocks cAMP signaling of the human neuropeptide S receptor; Q6W5P4; CHO-NPSR cells, cAMP TR-FRET, antagonist mode; Potency, µM (top dose mostly 38.3 µM), for inactives: top-dose activity change, negative = inhibition, hits mostly inhibitors; hit rate 1% among 220,000; note: potency is the fitted concentration of half-maximal effect; % is set by controls: 0 for no effect and ±100 for the full control effect; nearly all actives have a fitted effect of over 50% in size; many of its hits are not listed in these tables
Target sequence (Q6W5P4 whole entry, looked up): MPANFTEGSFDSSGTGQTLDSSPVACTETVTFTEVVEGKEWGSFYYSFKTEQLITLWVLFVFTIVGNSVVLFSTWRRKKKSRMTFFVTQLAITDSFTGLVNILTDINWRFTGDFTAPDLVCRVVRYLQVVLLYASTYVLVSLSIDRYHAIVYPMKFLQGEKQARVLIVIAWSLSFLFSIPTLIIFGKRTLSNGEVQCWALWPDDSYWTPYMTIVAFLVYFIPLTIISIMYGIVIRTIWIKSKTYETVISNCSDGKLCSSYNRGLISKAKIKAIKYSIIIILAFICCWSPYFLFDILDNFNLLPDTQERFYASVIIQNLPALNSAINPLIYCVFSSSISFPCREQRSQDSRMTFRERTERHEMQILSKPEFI
Epigenetic derep: derepresses silenced GFP reporter in murine cells. murine LDR cells, GFP reporter derepression, 30 h. hit rate 0.2% among 280,000. AID 1865. Potency, µM (series often up to 53.9 µM), for the others: at the top dose GFP activation, hits mostly activators; note: potency is the fitted concentration of half-maximal effect; % of control where 0% means no effect; nearly all actives have a fitted effect of over 60% in size
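Murine LDR cells bearing a silenced CMV-driven GFP reporter were exposed to compound for 30 h at 37 C. After PBS washes, GFP-positive cells (20-120 um objects) counted by laser-scanning microplate cytometry.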
IMPase Li inh: cell-permeable IMPase inhibitors with lithium potentiation; CHO-M1 cells, IP1 TR-FRET (IP-One), carbachol + lithium; Potency, µM (doses to about 59.4 µM), without a hit: top-dose activity, negative = IMPase inhibition, actives largely listed as inhibitors; hit rate 0.35% among 210,000;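 note: IP1 builds up when IMPase is blocked and the TR-FRET signal falls; potency is the fitted concentration of half-maximal effect; plate controls were basal vehicle for no effect and high inhibitor control for full effect; nearly all actives have a fitted effect of over 50% in size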
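Lithium-sensitised IP1 accumulation assay; M1-expressing CHO cells treated 30 min at 37C with compound. Competitive antibody detection by time-resolved FRET followed a 10 min room-temperature lysis step.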
* marks the source's active call; other numbers are inactive results; & = joins results of further samples; [ ] = remark or other dose. Unless noted, calls come from the whole dose curve; as a rule, active = well fitted curve in the direction sought with a large enough effect; inconclusive = small, poorly fitted or top-dose-only effect, or another doubt; inactive = no such curve, though single readings can be large; an effect the other way counts as inactive or inconclusive. These rows are one share of the data (hit frequency here may not be typical).

`COc1ccccc1N(CC(=O)Nc1ccccc1C(=O)NCC(C)C)S(C)(=O)=O` gave HTT aggregate 7%, Lamin A splicing 0%, CBFb-RUNX1 inh 7%, KinaseGlo FLuc 3%, NPSR antag 3%[46.1 µM], Epigenetic derep 0.0% and IMPase Li inh 13%[38.3 µM].
Screening Cc1c(C(C)C)c(=O)n(-c2ccc(S(=O)(=O)NC3CC3)cc2)n1C returned HTT aggregate -3%[9.22 µM], Lamin A splicing 2%[46 µM], CBFb-RUNX1 inh 5%, KinaseGlo FLuc 2%, NPSR antag 8%, Epigenetic derep 1.1% and IMPase Li inh 8%.
For CC(=O)Nc1cc(C(F)(F)F)ccc1OCC1CCCO1 (stereo not drawn) the results were HTT aggregate 4%, Lamin A splicing -6%, CBFb-RUNX1 inh 5%, NPSR antag 10%[46.1 µM] and Epigenetic derep -3.4%.
Screening Cc1cc(C)n(C(=O)CNc2cccc(Cl)c2C)n1 returned HTT aggregate -29%, Lamin A splicing -14%, CBFb-RUNX1 inh 4%, KinaseGlo FLuc 0%, NPSR antag -8%[46.1 µM], Epigenetic derep -0.1% and IMPase Li inh 23%[38.3 µM].
Cc1ccnc(NC(=O)c2ccc(NC(=O)c3ccco3)cc2)c1 was read as HTT aggregate 1%, Lamin A splicing 6%, CBFb-RUNX1 inh 4%, KinaseGlo FLuc -3%, NPSR antag -22%[46.1 µM], Epigenetic derep -1.1% and IMPase Li inh -2%[38.3 µM].
Screening CC1(C)CC(=O)C2=C(C1)N(CC1CCCO1)C(=O)C2(O)C(F)(F)F (stereo not drawn) returned HTT aggregate -6%, Lamin A splicing 1%, CBFb-RUNX1 inh 0%, KinaseGlo FLuc -4%, NPSR antag -7%[46.1 µM], Epigenetic derep 1.8% and IMPase Li inh 0%[38.3 µM].
`O=C(NCc1ccccn1)c1cc(-c2ccccc2Cl)nc2ccccc12` gave HTT aggregate -2%, Lamin A splicing -7%, CBFb-RUNX1 inh -4%, KinaseGlo FLuc 1%, NPSR antag 6%, Epigenetic derep 1.0% and IMPase Li inh 11%.
For CCOc1ccc(NS(=O)(=O)c2cc(OC)ccc2OC)cc1 the results were HTT aggregate -31%, Lamin A splicing -6%, CBFb-RUNX1 inh 4%, KinaseGlo FLuc -5%, NPSR antag -5%[46.1 µM], Epigenetic derep 1.0% and IMPase Li inh 10%[38.3 µM].
`O=C(/C=C/c1cccs1)N1CCN(c2ccc(O)cc2)CC1` gave HTT aggregate -26%, Lamin A splicing inconclusive, CBFb-RUNX1 inh -16%, KinaseGlo FLuc -1%, NPSR antag -29%, Epigenetic derep 0.1% and IMPase Li inh 7%.
CC(NC(=S)NC1CCCCC1)C(c1ccccc1)N1CCOCC1 (stereo not drawn) was read as HTT aggregate 1%, Lamin A splicing -17%[46 µM], CBFb-RUNX1 inh -4%, KinaseGlo FLuc 4%, NPSR antag -5%, Epigenetic derep -1.8% and IMPase Li inh 8%.

Ordered by formula weight (ascending): part of the list above
`O=C(/C=C/c1cccs1)N1CCN(c2ccc(O)cc2)CC1` gave HTT aggregate -26%, Lamin A splicing inconclusive, CBFb-RUNX1 inh -16%, KinaseGlo FLuc -1%, NPSR antag -29%, Epigenetic derep 0.1% and IMPase Li inh 7%.
For CCOc1ccc(NS(=O)(=O)c2cc(OC)ccc2OC)cc1 the results were HTT aggregate -31%, Lamin A splicing -6%, CBFb-RUNX1 inh 4%, KinaseGlo FLuc -5%, NPSR antag -5%[46.1 µM], Epigenetic derep 1.0% and IMPase Li inh 10%[38.3 µM].
CC(NC(=S)NC1CCCCC1)C(c1ccccc1)N1CCOCC1 (stereo not drawn) was read as HTT aggregate 1%, Lamin A splicing -17%[46 µM], CBFb-RUNX1 inh -4%, KinaseGlo FLuc 4%, NPSR antag -5%, Epigenetic derep -1.8% and IMPase Li inh 8%.

The results go on:
`COc1ccc(CN2C(=O)CC(Cc3cc(C)cc(C)c3)C2=O)cc1OC` (stereo not drawn) gave HTT aggregate 30%, Lamin A splicing inconclusive, CBFb-RUNX1 inh 2%, KinaseGlo FLuc -1%, NPSR antag -7%, Epigenetic derep 0.0% and IMPase Li inh 1%.
Screening O=c1oc2ccccc2cc1-c1nnc(NCc2ccco2)s1 returned HTT aggregate 2%, Lamin A splicing 16%, CBFb-RUNX1 inh -1%, KinaseGlo FLuc -7%, NPSR antag -5%[46.1 µM], Epigenetic derep 3.0% and IMPase Li inh -32%[38.3 µM].
Screening O=C(C1CCCN1S(=O)(=O)c1ccc(Cl)cc1)N1CCOCC1 (stereo not drawn) returned HTT aggregate -12%, Lamin A splicing 5%, CBFb-RUNX1 inh 5%, KinaseGlo FLuc 1%, NPSR antag -11%[46.1 µM], Epigenetic derep 0.0% and IMPase Li inh -10%[38.3 µM].
For CCOC(=O)c1c(C)[nH]c(C(=O)N2CCCC(C(=O)c3cccc(OC)c3)C2)c1C (stereo not drawn) the results were HTT aggregate 6%[9.22 µM], CBFb-RUNX1 inh -1%, NPSR antag 13%, Epigenetic derep -0.2% and IMPase Li inh -3%.
Screening O=C(NC1CCCCC1)c1cc2nc3c(c(C(F)(F)F)n2n1)CCCC3 returned HTT aggregate 6%, Lamin A splicing 2%, CBFb-RUNX1 inh 15%, KinaseGlo FLuc 0%, NPSR antag -29%[46.1 µM], Epigenetic derep 0.5% and IMPase Li inh 16%[38.3 µM].
Cc1ccccc1C(=O)Nc1cccc(-c2ccc3nncn3n2)c1 was read as HTT aggregate 3%, CBFb-RUNX1 inh 2%, KinaseGlo FLuc 1%, NPSR antag -27%, Epigenetic derep -1.2% and IMPase Li inh 2%.
`COc1ccc(S(=O)(=O)N(CC(=O)O)Cc2ccccc2)cc1OC` gave HTT aggregate -4%, Lamin A splicing 6%, CBFb-RUNX1 inh 3%, KinaseGlo FLuc 4%, NPSR antag -2%[46.1 µM] and Epigenetic derep -1.0%.
COc1ccc(NC(=O)CSc2c3c(nc4ccccc24)CCC3)c(OC)c1 was read as HTT aggregate 5%, Lamin A splicing inconclusive, CBFb-RUNX1 inh -4%, KinaseGlo FLuc -2%, NPSR antag 20%, Epigenetic derep 4.9%&1.5% and IMPase Li inh 3%.
Screening NC(=O)C(CC(=O)O)NC(=O)[C@@H]1CCCCNc2c(I)cc([N+](=O)[O-])cc2C(=O)N[C@@H](CO)C(=O)NCC(=O)N1 (stereo partly drawn) returned HTT aggregate -18%, Lamin A splicing -5%, CBFb-RUNX1 inh 6%[2.36 µM], KinaseGlo FLuc 1%, NPSR antag 17%, Epigenetic derep 0.6% and IMPase Li inh 8%.
Screening CN1C(=O)c2ccc(NC(=O)c3cccc(N4C(=O)CCC4=O)c3)cc2C1=O returned HTT aggregate 9%, CBFb-RUNX1 inh 2%, KinaseGlo FLuc 1%, NPSR antag 25%, Epigenetic derep 0.0% and IMPase Li inh -8%.
CCCCOC(=O)c1ccc(OC(=O)c2cccnc2)cc1 was read as HTT aggregate 16%, Lamin A splicing 0%, CBFb-RUNX1 inh 3%, KinaseGlo FLuc 0%, NPSR antag -5%[46.1 µM], Epigenetic derep 5.2% and IMPase Li inh 4%[38.3 µM].
`Cc1ccc(O)c(NC2=C(Cl)C(=O)N(Cc3ccccc3)C2=O)c1` gave HTT aggregate inconclusive, CBFb-RUNX1 inh inconclusive, KinaseGlo FLuc 0%, NPSR antag -35%, Epigenetic derep inconclusive and IMPase Li inh 22%.
Screening CC(=O)c1cccc(OCC(=O)N(C)CC(=O)Nc2ccc(F)cc2)c1 returned HTT aggregate 14%[9.22 µM], CBFb-RUNX1 inh 11%, NPSR antag 6% and Epigenetic derep 2.2%.
`O=C(NCc1nc2ccccc2[nH]1)C1=C[C@H](c2ccccc2)C[C@H](OCCCCO)O1` gave HTT aggregate 28%[9.22 µM], CBFb-RUNX1 inh 8%, NPSR antag -3% and Epigenetic derep 0.0%.
CCOc1ccc(-n2c(SCC(N)=O)nc3c(c2=O)SCC3)cc1 was read as HTT aggregate -3%, Lamin A splicing 6%, CBFb-RUNX1 inh 1%, KinaseGlo FLuc -1%, NPSR antag -4%[46.1 µM], Epigenetic derep 0.0% and IMPase Li inh 9%[38.3 µM].
`CSc1sc(C(=O)O)c2c1C(=O)CCC2` gave HTT aggregate -10%, Lamin A splicing 17%, CBFb-RUNX1 inh 8%, KinaseGlo FLuc -1%, NPSR antag 4%[46.1 µM], Epigenetic derep -1.9% and IMPase Li inh inconclusive.
COc1ccc(-c2coc3cc(O)cc(O)c3c2=O)cc1OC was read as HTT aggregate 12%[9.22 µM], CBFb-RUNX1 inh 8%, NPSR antag 2% and Epigenetic derep -9.2%.
CN(C)Cc1c(O)ccc2ccccc12 was read as HTT aggregate -21%[9.22 µM], CBFb-RUNX1 inh -2%, NPSR antag 5% and Epigenetic derep -0.5%.
Screening Cn1c2c(c(=O)c3ccccc31)CCC(C)(C)O2 returned HTT aggregate 5%, Lamin A splicing inconclusive, CBFb-RUNX1 inh 3%, KinaseGlo FLuc -8%, NPSR antag 5%, Epigenetic derep -0.9% and IMPase Li inh -2%.
For CCC1=NN(C(=O)Cc2ccc(OC)c(OC)c2)C(O)(C(F)(F)F)C1 (stereo not drawn) the results were HTT aggregate -19%, Lamin A splicing -4%, CBFb-RUNX1 inh 8%, KinaseGlo FLuc 4%, NPSR antag 15%, Epigenetic derep 0.0% and IMPase Li inh 1%.
CC1=NN(c2ccc(F)cc2)C(=O)C1C(c1cccc(O)c1)c1c(C)[nH]n(-c2ccc(F)cc2)c1=O (stereo not drawn) was read as HTT aggregate 28%, Lamin A splicing 7%, CBFb-RUNX1 inh -13%, KinaseGlo FLuc -1%, NPSR antag -13%[46.1 µM], Epigenetic derep 2.0% and IMPase Li inh -25%[38.3 µM].
For Cc1cccc(C(=O)Nc2ccc(O)cc2C(=O)O)c1 the results were HTT aggregate 7%, CBFb-RUNX1 inh -8%, KinaseGlo FLuc -19%, NPSR antag 8%, Epigenetic derep 1.1% and IMPase Li inh -4%.

Among those listed so far, two have a thiophene ring, fused or not.
`O=C(/C=C/c1cccs1)N1CCN(c2ccc(O)cc2)CC1` gave HTT aggregate -26%, Lamin A splicing inconclusive, CBFb-RUNX1 inh -16%, KinaseGlo FLuc -1%, NPSR antag -29%, Epigenetic derep 0.1% and IMPase Li inh 7%.
`CSc1sc(C(=O)O)c2c1C(=O)CCC2` gave HTT aggregate -10%, Lamin A splicing 17%, CBFb-RUNX1 inh 8%, KinaseGlo FLuc -1%, NPSR antag 4%[46.1 µM], Epigenetic derep -1.9% and IMPase Li inh inconclusive.
